High-throughput results: PubChem BioAssay, National Center for Advancing Translational Sciences (NCATS)
JMJD2A Tudor: JMJD2A Tudor domain (human) inhibition; O75164; AlphaScreen JMJD2A-Tudor / H3K4me3 peptide binding; Potency, µM (doses to about 114 µM), for inactives: at the highest dose activity change, negative = inhibition, usual class: inhibitors; 4.4% of 390,000 active; note: % is set by controls: 0 for no effect and ±100 for the full control effect; nearly all actives have a fitted effect of over 50% in size
HP1b chromo inh: HP1-beta chromodomain-methylated histone interaction inhibition; P83916; AlphaScreen HP1-beta / biotin-H3K9me3 peptide binding; Potency, µM (doses to about 114 µM), for inactives: top-dose activity change, negative = inhibition, most hits filed as inhibitors; 0.56% of 390,000 active; AID 540317; note: nearly all actives have a fitted effect of over 70% in size; inactives centre near 23
Target sequence (P83916 whole entry, looked up): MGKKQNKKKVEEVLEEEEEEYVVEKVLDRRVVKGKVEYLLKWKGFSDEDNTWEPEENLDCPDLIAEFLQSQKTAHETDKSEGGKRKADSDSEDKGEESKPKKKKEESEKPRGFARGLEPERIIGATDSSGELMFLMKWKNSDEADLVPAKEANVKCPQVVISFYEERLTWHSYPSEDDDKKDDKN
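Compound inhibition of the preformed complex between 50 nM HP1-beta and 50 nM biotinylated H3K9me3 peptide was read by AlphaScreen. Buffer was PBS pH 7.4 with 0.01% Tween-20. Incubations ran 30 min at room temperature, with 10 ug/mL donor/acceptor beads.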
Pin1 inh: human Pin1 inhibition. Q13526. Pin1 FP peptide displacement, HiFluor488, 10 min. Potency, µM (titrated, usually from 115 µM), inactives show at the top dose activity, negative = inhibition, hits mostly inhibitors. 0.009% of 390,000 active. AID 504891; active = well fitted inhibition curve with a large enough effect in the polarisation, with a control signal flat, not every such curve was filed as active; inconclusive = small, poorly fitted or top-dose-only effect, or effect the other way, or a change in a side signal; inactive = no such curve, though single readings can be large or run the other way; the % refers to the polarisation; note: % is set by controls: 0 for no effect and ±100 for the full control effect
BAZ2B block: BAZ2B (human) inhibition. AlphaScreen BAZ2B-H3K14Ac peptide displacement. Potency, µM (top dose mostly 114 µM), for inactives: at the top dose activity change, negative = inhibition, most hits filed as inhibitors. 4.4% of 360,000 active; note: % is set by controls: 0 for no effect and ±100 for the full control effect; nearly all actives have a fitted effect of over 60% in size
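Multi-concentration screen (max 110 uM) measuring displacement of acetylated histone H3 peptide from BAZ2B by AlphaScreen, using 50 nM protein, 50 nM peptide and 10 ug/mL streptavidin donor plus Ni-chelate acceptor beads.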
GLS inh: glutaminase GLS (human) inhibition; O94925; Potency, µM (top dose mostly 45.5 µM), for the others: at the top dose activity change, negative = inhibition, usual class: inhibitors; 0.21% of 410,000 active; AID 624170; GLS enzymatic activity, qHTS titration; note: % is set by controls: 0 for no effect and ±100 for the full control effect
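Glutamate formation by hKGA was monitored fluorometrically using coupled glutamate oxidase, HRP and Amplex Red. Substrate was added as 1 mM L-glutamine solution; incubation was 30 min at RT after an initial read.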
G9a block: inhibitors of human histone lysine methyltransferase G9a. Q96KQ7. G9a H3K9 monomethylation, AlphaScreen, 2 h. Potency, µM (series often up to 102 µM), for inactives: top-dose activity, negative = inhibition, most hits filed as inhibitors. 8.8% of 350,000 active; note: % is set by controls: 0 for no effect and ±100 for the full control effect; nearly all actives have a fitted effect of over 75% in size
Target sequence (Q96KQ7 913-1193 limits assumed): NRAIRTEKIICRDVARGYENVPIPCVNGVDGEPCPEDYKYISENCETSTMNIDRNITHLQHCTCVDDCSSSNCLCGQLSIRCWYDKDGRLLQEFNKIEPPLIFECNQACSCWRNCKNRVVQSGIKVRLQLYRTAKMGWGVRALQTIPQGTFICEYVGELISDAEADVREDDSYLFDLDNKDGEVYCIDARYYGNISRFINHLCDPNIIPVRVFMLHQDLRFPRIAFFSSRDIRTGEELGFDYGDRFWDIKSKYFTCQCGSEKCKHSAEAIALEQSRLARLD
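G9a (20 nM) preincubated 15 min RT with compounds, then 500 nM biotinylated H3K9 peptide and 20 uM SAM added; 2 h RT reaction. Monomethyl-H3K9 product detected by AlphaScreen with anti-H3K9me1 antibody, streptavidin donor and anti-rabbit IgG acceptor beads.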
PGK inhibitor: blocks T. brucei phosphoglycerate kinase | P07378 | PGK/GAPDH coupled, Kinase-Glo luminescence, 60 min | Potency, µM (series often up to 57.5 µM), for the others: at the highest dose activity change, negative = inhibition, actives largely listed as inhibitors | 0.043% of 380,000 active; note: % is set by controls: 0 for no effect and ±100 for the full control effect; nearly all actives have a fitted effect of over 60% in size
Target sequence (P07378 whole entry, looked up): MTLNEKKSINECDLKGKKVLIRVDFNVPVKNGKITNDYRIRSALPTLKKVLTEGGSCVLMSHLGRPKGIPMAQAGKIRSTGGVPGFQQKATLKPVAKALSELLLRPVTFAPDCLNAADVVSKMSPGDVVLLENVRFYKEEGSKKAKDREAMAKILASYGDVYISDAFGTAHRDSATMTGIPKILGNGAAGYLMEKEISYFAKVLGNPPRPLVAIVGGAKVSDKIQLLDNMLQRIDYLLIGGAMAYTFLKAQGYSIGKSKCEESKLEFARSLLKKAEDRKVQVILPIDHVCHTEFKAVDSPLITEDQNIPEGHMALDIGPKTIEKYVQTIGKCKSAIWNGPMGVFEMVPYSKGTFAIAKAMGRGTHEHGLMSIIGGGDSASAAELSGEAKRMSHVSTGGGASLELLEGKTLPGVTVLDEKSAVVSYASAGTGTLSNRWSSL
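Recombinant glycosomal PGK reaction used 1,3-bisphosphoglycerate generated in-well by GAPDH (100nM final) in 100mM TEA pH 7.6, 5mM MgCl2, 0.01% Tween-20. After 60 minutes at room temperature, ATP was read by Kinase-Glo Plus luminescence end-point.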
BLM helicase inh: Bloom syndrome helicase (human) inhibition; 0.2% of 350,000 active; AID 2528; recombinant BLM DNA unwinding, fluorescence dequenching; Potency, µM (top dose mostly 56.1 µM), for the others: at the highest dose activity change, negative = inhibition, usual class: inhibitors; P54132;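 note: plate controls were vehicle for no effect and no enzyme for full effect; nearly all actives have a fitted effect of over 35% in size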
Pol iota inh: DNA polymerase iota (human) inhibition. Pol iota fluorescent replication assay, 10 min. Potency, µM (highest dose often 115 µM), for inactives: at the highest dose activity, negative = inhibition, most hits filed as inhibitors. 1% of 390,000 active. AID 588590
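Fluorescent replication assay read twice, at 0 min and 10 min after adding 50 nM (final) substrate. Enzyme (10 nM) and compounds were first incubated 15 min at room temperature; enzyme-free buffer wells were negative controls.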
Starred values were filed as active, the others as inactive; i = inactive; ? = inconclusive; · = no result given; [ ] = another dose, or the depositor's remark. Unless noted, calls come from the whole dose curve; as a rule, active = well fitted curve in the direction sought with a large enough effect; inconclusive = small, poorly fitted or top-dose-only effect, or another doubt; inactive = no such curve, though single readings can be large; an effect the other way counts as inactive or inconclusive. Potency is the fitted concentration of half-maximal effect. Only part of the results is shown; rates above refer to the full screens.

entry	Compound	G9a block	BAZ2B block	BLM helicase inh	GLS inh	HP1b chromo inh	Pol iota inh	Pin1 inh	PGK inhibitor	JMJD2A Tudor
1	COc1ccc(-n2c(N)c(C(=O)NCc3ccco3)c3nc4ccccc4nc32)cc1OC	?	5%	-14%	7%	43%[activator]	60%[activator]	17%	3%	26%
2	CCCN=CC1=C(O)CC(c2ccccc2)CC1=O (stereo unspecified)	-42%[59 µM]	4%	-2%	3%	76%[activator]	-6%	0%	i	3%
3	CCC(C(=O)Nc1ncc(C)s1)c1ccccc1 (stereo unspecified)	-23%	-30%	-6%	11%	23%	15%	-8%	-8%	-4%
4	O=C(Nc1ccccc1C(=O)Nc1ccccn1)c1ccc([N+](=O)[O-])cc1	5%[59 µM]	?	-10%	-4%	18%	143%[activator]	7%	-1%	-21%
5	Cc1cc(C)cc(NC(=O)c2ccc([N+](=O)[O-])o2)c1	?	?	-5%	-1%	4%	6%	3%	-10%	?
6	COC(=O)c1ccccc1-n1c(CCC(=O)O)ccc1-c1ccc(F)cc1	?	-12%	-5%	7%	19%	22%	-1%	0%	-14%
7	C=CCN(C(=O)CCC(=O)Nc1cc(C)on1)C(C(=O)NC1CCCC1)c1ccc(C)cc1 (stereo unspecified)	?	-19%	-5%	3%	-3%	-14%	-1%	-5%	-15%
8	CC1CCCCN1CCCNC(=O)c1nn(C)c2c1CS(=O)(=O)c1ccccc1-2 (stereo unspecified)	-4%	-13%	3%	-17%	59%[activator]	-5%	10%	-2%	-9%
9	CCCOc1ccc(NC(=O)CC2C(=O)N(Cc3ccccc3)C(=S)N2Cc2cccs2)cc1 (stereo unspecified)	-17%	-6%	-5%	0%	30%	10%	14%	i	-19%
10	O=[N+]([O-])c1cc(-c2nc(-c3ccncc3)no2)ccc1NCc1ccccc1	-28%[59 µM]	-35%	-6%	0%	67%[activator]	-5%	27%	-2%	-26%
11	CN(C(=O)COn1nnc2ccc(Cl)cc21)C1CCS(=O)(=O)C1 (stereo unspecified)	·	·	·	6%	25%	1%	-13%	-4%	-1%
12	COc1ccc(S(=O)(=O)NCC(c2ccco2)S(=O)(=O)c2ccc(C)cc2)cc1C (stereo unspecified)	2%[59 µM]	-23%	-5%	5%	13%	18%	-2%	i	-24%
13	CCCCP(=O)(c1ccccn1)c1ccccn1	-31%[59 µM]	10%	-2%	0%	24%	-21%	-6%	-4%	-10%
14	C#CCNC(=O)C1=C[C@@H](c2ccc3c(c2)OCO3)C[C@@H](OCc2ccc(CO)cc2)O1	·	·	·	3%	21%	-13%	?	6%	-14%
15	CC(=O)Oc1ccccc1C1OC(=O)c2ccccc2N1C(C)=O (stereo unspecified)	8%[12.7 µM]	-1%	0%	4%	43%[activator]	7%	-6%	6%	-2%[11.4 µM]
16	COc1ccccc1/C=C(/NC(=O)c1ccccc1)C(=O)NCCCn1ccnc1	36%	-32%	1%	5%	24%	-9%	0%	0%	-36%
17	O=C(Nc1ccc(CN2CCCCC2)cc1)c1c(F)c(F)c(F)c(F)c1F	25%[12.7 µM]	-16%	-6%	6%	4%	24%	0%	5%	-9%
18	O=C1CSc2ccc(S(=O)(=O)NCc3ccccc3)cc2N1	-1%	-22%	-3%	6%	37%	2%	4%	2%	0%
19	COc1ccc(-c2noc(CC(=O)Nc3ccc(F)cc3F)n2)cc1	8%[59 µM]	-3%	-2%	-10%	46%[activator]	30%	17%	-9%	8%
20	N#C/C(=C/c1ccncc1)c1nc2ccccc2s1	-42%[59 µM]	?	1%	4%	19%	1%	?	2%	-17%

Entries of single compounds as entered above:
`CCCOc1ccc(NC(=O)CC2C(=O)N(Cc3ccccc3)C(=S)N2Cc2cccs2)cc1` (stereo unspecified) in the list: G9a block: -17%; BAZ2B block: -6%; BLM helicase inh: -5%; GLS inh: 0%; HP1b chromo inh: 30%; Pol iota inh: 10%; Pin1 inh: 14%; PGK inhibitor: i; JMJD2A Tudor: -19%
`CC1CCCCN1CCCNC(=O)c1nn(C)c2c1CS(=O)(=O)c1ccccc1-2` (stereo unspecified) in the list: G9a block: -4%; BAZ2B block: -13%; BLM helicase inh: 3%; GLS inh: -17%; HP1b chromo inh: 59%[activator]; Pol iota inh: -5%; Pin1 inh: 10%; PGK inhibitor: -2%; JMJD2A Tudor: -9%

Following part
entry	Compound	G9a block	BAZ2B block	BLM helicase inh	GLS inh	HP1b chromo inh	Pol iota inh	Pin1 inh	PGK inhibitor	JMJD2A Tudor
21	CC12C=CC(=O)C=C1CCC1C2C(=O)CC2(C)C1CCC2(O)C(=O)CO (stereo unspecified)	·	·	·	-11%	47%[activator]	5%	-7%	-1%	-3%
22	COc1ccc2cc3cc(C(=O)NCc4ccccn4)oc3nc2c1	-33%[0.0925 µM]	-1%	-1%	0%	8%	4%	23%	5%	-12%
23	CC(C)COc1ccc(-c2nn(-c3ccccc3)cc2CO)cc1	17%	5%	-16%	0%	94%[activator]	7%	1%	·	9%
24	COc1cccc(C(=O)N2CCCc3ccccc32)c1	-7%[59 µM]	18%	-2%	-2%	24%	17%	2%	9%	-7%
25	COc1ccc(-n2c(CN3CCOCC3)nc3ccc([N+](=O)[O-])cc3c2=O)c(OC)c1	45µM*	-28%	-10%	-6%	26%	?	-2%	i	-24%
26	O=C(N/N=C/c1ccc2c(c1)OCO2)c1cc2ccccc2o1	-9%[12.7 µM]	?	-21%	1%	18%	-2%	-4%	8%	-14%
27	Cc1ccc(C)c(Cn2c(C(=O)O)c(CNCc3cccs3)c3ccccc32)c1	-2%[59 µM]	-16%	-4%	-2%	9%	?	53%[activator]	0%	-33%
28	CCc1cc2c(Nc3ccccc3O)nc(C)nc2s1	-17%[59 µM]	-6%	-5%	-36%	32%	122%[activator]	5%	i	-1%
29	Cc1cc(C)cc(NC(=O)COc2coc(CN3CCN(c4ccccc4)CC3)cc2=O)c1	-10%	7%	·	10%	11%	25%	0%	-3%	-20%
30	COc1c2n(C)ccc3c-2n(c(=O)c1=O)c1ccccc31	16%[12.7 µM]	12%	·	2%	37%	13%	-6%	10%	-8%
31	Cc1ccc(OCc2cc(C(=O)NCC(C)c3ccccc3)no2)cc1C (stereo unspecified)	·	2%	-2%	3%	43%	8%	0%	-2%	31%
32	CCc1cc(C(=O)N2CCCC(CNC(=O)c3ccc(-c4ccccc4)cc3)C2)no1 (stereo unspecified)	-2%	0%	-8%	1%	45%[activator]	18%	4%	-3%	-6%
33	CCOCCc1nnc(NC(=O)c2cc(OC)c(OC)cc2[N+](=O)[O-])s1	-18%	-19%	-4%	-4%	30%	197%[activator]	-3%	-2%	-14%
34	CC(=O)c1ccc(OCCCC(=O)Nc2cccc(S(=O)(=O)N3CCOCC3)c2)cc1	·	·	·	4%	11%[57 µM]	17%	-2%	5%	-8%
35	Cc1ccc(C)c(S(=O)(=O)N2CCCOC2CNC(=O)C(=O)NCCCn2ccnc2)c1 (stereo unspecified)	2%[59 µM]	45µM*	0%	12%	?	14%	1%	2%	-33%
36	CC(=O)C1=C(C)NC(C)=C(C(C)=O)C1c1cccs1	?	2%	2%	12%	30%	8%	-13%	-6%	-5%
37	Cc1cc(S(=O)(=O)N2CCCCC2CCNC(=O)C(=O)NC2CC2)ccc1F (stereo unspecified)	10%[0.501 µM]	7%	·	0%	20%	67%[activator]	-8%	-9%	-19%
38	N#CC1=C(N)N2C(=C(C#N)C1c1cccc(Br)c1)Nc1ccccc12 (stereo unspecified)	10µM*	3%	0%	14%	49%[activator]	55%[activator]	6%	-7%	-10%
39	CSc1ccccc1NC(=O)CN1CCN(S(=O)(=O)c2ccccc2[N+](=O)[O-])CC1	-1%[12.7 µM]	1%	·	6%	17%	22%	-3%	-2%	-31%
40	Cc1ccc(CN(C)CC(=O)Nc2ccccc2C(=O)NC2CC2)o1	-7%[2.33 µM]	?	·	2%	23%	-25%	5%	i	-16%
41	CCCCCCC(=O)O	·	·	·	0%	7%	11%	4%	i	-18%
42	CC(C)CNC(=O)C(=O)NCC1CCCN1S(=O)(=O)c1cccs1 (stereo unspecified)	-7%	1%	·	1%	11%	22%	22%	-6%	-15%
43	COc1ccc(C2C(C(=O)c3ccco3)=C(O)C(=O)N2CCCn2ccnc2)c(OC)c1 (stereo unspecified)	50µM*	56µM*	1%	2%	13%	37%[activator]	0%	-9%	28µM*
44	C=CCn1cnc2scc(-c3ccccc3)c2c1=O	35%[12.7 µM]	1%	0%	-5%	24%	-9%	0%	-4%	12%
45	Cc1ccc(NC(=O)COC(=O)c2ccc(Cl)cc2)cc1S(=O)(=O)N(C)C	9%	-8%	-9%	-10%	53%[activator]	4%	1%	-2%	-21%
46	CCc1nnc(NS(=O)(=O)c2ccc(NC(=O)CCC(=O)O)cc2)s1	·	-3%	0%	2%	32%	-15%	-8%	-10%	-5%

Retrieved by compound from above (3):
entry	Compound	G9a block	BAZ2B block	BLM helicase inh	GLS inh	HP1b chromo inh	Pol iota inh	Pin1 inh	PGK inhibitor	JMJD2A Tudor
42	CC(C)CNC(=O)C(=O)NCC1CCCN1S(=O)(=O)c1cccs1 (stereo unspecified)	-7%	1%	·	1%	11%	22%	22%	-6%	-15%
45	Cc1ccc(NC(=O)COC(=O)c2ccc(Cl)cc2)cc1S(=O)(=O)N(C)C	9%	-8%	-9%	-10%	53%[activator]	4%	1%	-2%	-21%
41	CCCCCCC(=O)O	·	·	·	0%	7%	11%	4%	i	-18%
